Apaf-1 inh – inhibitors of human Apaf-1 apoptosome | O14727 | reconstituted apoptosome caspase-3 activity, DEVD-Rh110 fluorescence | inhibition, % at 20 µM | 330,000 compounds, 0.71% hits | AID 489030; active means inhibition of at least 40% at 20 µM;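 further: plate controls were DMSO wells for no effect and DEVD-CHO caspase inhibitor wells for full effect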
Target sequence (O14727 whole entry, looked up): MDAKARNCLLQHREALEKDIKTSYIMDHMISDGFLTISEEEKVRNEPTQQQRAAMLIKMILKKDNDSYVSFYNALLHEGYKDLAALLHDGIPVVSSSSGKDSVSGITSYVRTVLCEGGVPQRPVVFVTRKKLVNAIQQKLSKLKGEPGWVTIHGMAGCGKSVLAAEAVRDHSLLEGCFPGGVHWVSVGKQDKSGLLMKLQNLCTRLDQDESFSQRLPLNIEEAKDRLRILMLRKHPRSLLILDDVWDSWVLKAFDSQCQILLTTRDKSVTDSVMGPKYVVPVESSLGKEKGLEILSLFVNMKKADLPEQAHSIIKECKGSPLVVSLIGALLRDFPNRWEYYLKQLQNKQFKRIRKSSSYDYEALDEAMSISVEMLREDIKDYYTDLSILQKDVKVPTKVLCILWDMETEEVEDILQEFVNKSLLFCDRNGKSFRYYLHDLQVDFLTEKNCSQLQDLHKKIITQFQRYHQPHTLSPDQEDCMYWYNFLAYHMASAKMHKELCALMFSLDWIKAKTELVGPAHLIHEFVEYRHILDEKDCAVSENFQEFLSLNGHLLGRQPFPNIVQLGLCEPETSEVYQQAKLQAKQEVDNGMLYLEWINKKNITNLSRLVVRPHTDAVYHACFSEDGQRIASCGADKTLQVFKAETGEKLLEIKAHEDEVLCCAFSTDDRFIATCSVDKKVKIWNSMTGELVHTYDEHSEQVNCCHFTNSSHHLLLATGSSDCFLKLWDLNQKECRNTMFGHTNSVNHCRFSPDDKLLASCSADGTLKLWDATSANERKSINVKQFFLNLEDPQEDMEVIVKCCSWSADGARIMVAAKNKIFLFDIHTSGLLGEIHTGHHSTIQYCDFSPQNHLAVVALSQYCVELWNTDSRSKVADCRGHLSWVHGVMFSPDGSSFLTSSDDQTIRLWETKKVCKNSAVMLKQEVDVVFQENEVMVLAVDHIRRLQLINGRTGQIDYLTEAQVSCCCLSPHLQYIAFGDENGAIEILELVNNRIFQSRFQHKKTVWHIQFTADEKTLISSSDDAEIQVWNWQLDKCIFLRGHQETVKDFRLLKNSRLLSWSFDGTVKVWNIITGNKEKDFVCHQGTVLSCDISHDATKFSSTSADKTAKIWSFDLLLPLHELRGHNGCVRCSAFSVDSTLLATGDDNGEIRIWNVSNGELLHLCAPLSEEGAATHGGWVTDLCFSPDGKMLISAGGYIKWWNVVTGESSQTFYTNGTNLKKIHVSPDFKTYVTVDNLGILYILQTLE
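Material: cell-free apoptosome with Apaf-1, procaspase-3 and caspase-9; Buffer or medium: Hepes pH 7.5 with detergent and BSA; Reagent: cytochrome c trigger plus (Z-DEVD)2-Rh110 caspase-3 substrate; Times: compound with Apaf-1, dATP, procaspase-3 30 min, then 50 min reaction, room temperature; Technique: Rh110 fluorescence intensity.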
SENP6 block – SENP6 protease inhibition; Q9GZR1; Recombinant SENP6 catalytic domain, aminoluciferin luminescence; inhibition, % at 10 µM; 330,000 compounds, 1.8% hits; AID 2599;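 active means inhibition above about 50% at the single tested dose, limit read from the data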;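 further: plate controls were DMSO wells with enzyme for no effect and DMSO wells lacking enzyme for full effect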
PfGluPho inh – PfG6PD (Plasmodium falciparum) enzyme inhibition; PfGluPho enzyme, NADPH resazurin-diaphorase fluorescence; inhibition, % at 20 µM; 350,000 compounds, 0.78% hits;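 active means inhibition reaching at least a set limit at 20 µM in the primary screen, cut at about 59% in these data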;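 further: 0% = DMSO wells with substrate and 100% = DMSO wells lacking glucose-6-phosphate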
NLRP3 yeast inh – blocks the NALP3 inflammasome reconstituted in yeast; AID 2825; inhibition, % at 10 µM; Yeast reconstituted NLRP3/ASC/caspase-1, beta-gal luminescence, 24 h; 330,000 compounds, 0.39% hits;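 active means inhibition of 50% or more; inactive means inhibition below 50%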;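 further: plate controls were induced DMSO wells for no effect and uninduced yeast grown without galactose for full effect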
SENP8 block-1 – SENP8 (human) protease inhibition. 360,000 compounds, 0.64% hits. AID 602440. recombinant SENP8, Nedd8 substrate fluorescence. inhibition, % at 20 µM; in the data active means inhibition mostly above about 40%, no sharp cut-off; inactive means mostly below about 27%
SENP1 FRET inh – SENP1 (human) catalytic domain inhibition; inhibition, % at 10 µM; AID 624204; Q9P0U3; recombinant SENP1 catalytic domain, CyPet-SUMO1-YPet FRET cleavage; 360,000 compounds, 0.21% hits;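 active means inhibition at least 30% at 10 µM, raw YFP signal under a set limit, fluorescence ratio 0.5 to 1.5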;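 further: 0% = enzyme with DMSO and 100% = no enzyme wells; some results filed as inactive read as strong as hits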
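Assay system – human recombinant His6-tagged SENP1 catalytic domain enzyme · Input – SENP1 enzyme, 20 pM final · Buffer or medium – Tris pH 8 buffer plus EDTA, NaCl, BME, BSA, NP40, catalase · Schedule – 50 min reaction at room temperature · Technique – FRET read of cyan and yellow fluorescence · Control set – no-enzyme wells low, DMSO-plus-enzyme wells high control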
SENP7 block – SENP7 protease inhibition. Q9BQF6. recombinant SENP7, Z-RLRGG-aminoluciferin luminescence, 40 min. inhibition, % at 5 µM. 330,000 compounds, 1.5% hits. AID 434973;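 active means inhibition above about 50% at the single test dose, limit read from the data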;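 further: plate controls were DMSO with enzyme for no effect and no enzyme buffer wells for full effect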
SENP8 block-2 – blocks the human protease SENP8 | 330,000 compounds, 1.2% hits | AID 2540 | inhibition, % at 10 µM | purified SENP8, Z-RLRGG-aminoluciferin cleavage, luminescence; in the data active means inhibition above about 50%
HKDC1 inhibitor – HKDC1 (human) hexokinase inhibition | Q2TB90 | recombinant HKDC1, G6PDH/diaphorase resazurin coupled fluorescence | inhibition, % at 20 µM | 340,000 compounds, 0.16% hits;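 active means inhibition above about 35% when tested at 20 µM, limit read from the data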;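 further: plate controls were DMSO wells with enzyme for no effect and DMSO wells lacking enzyme for full effect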
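Assay system: in-house recombinant HK5 (HKDC1) enzyme. Input: HKDC1 at 5 µg/mL. Medium: Tris pH 8.0 buffer with MgCl2, Tween-20, BSA, BME. Dosing: single 20 µM dose. Schedule: 90 min reaction incubation at room temperature, dark. Signal: resazurin-to-resorufin fluorescence via G6PDH and diaphorase coupling, 525/613 nm. Controls: DMSO-enzyme wells negative, buffer-substituted wells positive.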
Starred values were filed as active, the others as inactive; nt = no result given. No enrichment for hits (roughly 4.1% active in at least one column).

SMILES,Apaf-1 inh,SENP6 block,PfGluPho inh,NLRP3 yeast inh,SENP8 block-1,SENP1 FRET inh,SENP7 block,SENP8 block-2,HKDC1 inhibitor
CC1CCCCN1S(=O)(=O)c1ccc(S(=O)(=O)N2CCN(c3ccccc3)CC2)cc1 (stereo not given),2,-16,-17,-7,11,3,0,-3,-2
CCOc1ccc(N2C(=O)CC(n3nc(C)cc3C)C2=O)cc1 (stereo not given),14,-25,-5,12,45*,0,-2,-4,-11
CCOC(=O)c1cc(=O)n(Cc2ccccc2C)c2ccccc12,-10,11,13,-7,-82,3,0,-4,19
O=C(CN1C(=O)C(=O)N(Cc2ccco2)C1=O)NC1CCCCC1,3,-5,-20,14,4,2,-6,-1,2
CCCCn1nnnc1NCc1cccs1,-11,-6,-6,16,9,0,-2,-13,-7
CC(C)NC(=O)N1CCC(c2nc3ccccc3s2)CC1,2,7,8,16,12,0,1,2,-3
C/C(N)=C(/C#N)C(=O)COC(=O)c1ccccc1Cc1ccccc1,12,-18,0,17,-2,-2,-7,-7,0
Nc1ncnc(N(c2ccccc2)C2CCCCC2)c1[N+](=O)[O-],-11,-3,-8,-1,15,0,-1,-3,-4
O=C(CSc1ccc([N+](=O)[O-])cc1)Nc1cccc(S(=O)(=O)Nc2ccccc2F)c1,3,-1,53,1,8,0,1,-2,-7
Cc1ccc(/C=N/Nc2nc(N3CCCCC3)nc(N3CCCCC3)n2)o1,18,17,7,14,32,-4,4,3,-11
Cc1ccc(/C(O)=C2/C(=O)C(=O)N(c3ccccn3)C2c2ccc(F)cc2)cc1 (stereo not given),1,10,-11,-3,-5,10,8,2,-3
Cc1nc2ccc(NC(=O)c3ccccc3)cc2s1,-2,-11,-1,41,2,-1,1,4,3
Cc1cc(C)c(C)c(S(=O)(=O)N2CCC(C(=O)NCCCN3CCCC3=O)CC2)c1C,9,-11,-5,23,8,2,-3,-14,-3
C#CCOCCOCCOCCNc1nc(N2CCN(C(=O)Cn3cc(CCO)nn3)CC2)nc(N2CCN(C(=O)[C@H]([C@@H](C)O)n3cc(CCCCN)nn3)CC2)n1,-28,-10,15,21,3,2,5,3,-5
CCOc1ccc(CC(=O)NCc2cn3c(C)csc3n2)cc1,1,0,7,4,-7,-2,-4,-5,-1
COc1ccc(-c2cc(=O)oc3cc(OC(=O)C4CCCCC4)c(Cl)cc23)cc1,3,12,-42,-15,-360,-23,3,14,11
O=C(NNC1=C(C(=O)C(F)(F)F)CCC1)c1cccnc1,2,-11,-18,8,18,0,-1,-7,1
OCC1OC(n2cnc3c(SCc4ccccc4)nc(F)nc32)C(O)C1O (stereo not given),nt,nt,-10,nt,5,0,nt,nt,-2
NNC(=O)c1cccc(COc2ccc(Br)cc2)c1,10,10,0,30,19,1,-4,-7,14
COc1cccc(NC(=O)NNC(=O)CN2C(=O)COc3ccccc32)c1,-3,6,-16,1,5,-1,-1,3,-6
O=[N+]([O-])c1cccc(OCc2cn3cccnc3n2)c1,-66,-6,-7,6,-16,0,6,7,-6
O=C(Cc1ccccc1)c1ccc2c(c1)OCCO2,10,73*,3,14,3,0,69*,71*,-1
CCOc1ccc(C(=O)CCC(=O)N(CC)CC(=O)NCc2ccc(Cl)cc2)cc1,8,-3,-1,13,-10,2,-3,-5,-7
S=C(Nc1ccccc1Cl)N1CCOCC1,-3,-13,4,13,6,3,-6,-11,-9
CCOCCCNC(=O)/C(C#N)=C/c1cc(Br)c(O)c(Br)c1,nt,nt,-4,nt,-116,-36,nt,nt,5
Cc1ccn2cc(CCNS(=O)(=O)c3ccc4ccccc4c3)nc2c1,-3,4,7,-3,-11,3,1,5,-5
Cc1ccc(-c2cc(N)n[nH]2)cc1,4,-21,0,6,-4,2,5,-6,4
CCOc1cc(NC(=S)NCC2CCCO2)c(OCC)cc1NC(=O)c1ccc(F)cc1 (stereo not given),0,3,12,13,-6,-2,12,-6,0
COc1ccc(-c2nc(C)c(C(C)=O)n2O)cc1[N+](=O)[O-],-3,-17,12,-5,15,2,2,-1,0
COC(=O)C(C)N1C(=O)S/C(=C\c2cc(C)n(-c3ccccn3)c2C)C1=O (stereo not given),12,-5,5,16,-56,-38,0,-2,-6
C[N+](C)(C)CCNC(=O)c1c(O)c2c([nH]c1=O)CCCC2,-4,0,3,24,0,2,5,-6,-1
O=C(Nc1ccccc1C(=O)NCCCN1CCOCC1)c1ccc(F)cc1,-5,3,-17,-8,-3,2,11,-4,0
COc1ccc(CN(C(=O)c2ccco2)c2ccc(C)c(C)c2)cc1,20,-8,-21,9,7,2,-4,-3,2
Cc1c(C(=O)N2CCCCCC2)nnn1-c1nonc1N,4,-28,-12,-2,4,-7,-5,-15,-3
CCCCn1c(N)c(N(CC)C(=O)CSCc2c(C)noc2C)c(=O)[nH]c1=O,1,-13,-4,13,1,-1,-10,-2,-8
Nc1cccc(C(=O)N/N=C/c2ccsc2)c1,8,-12,5,2,-16,0,-17,-10,-4
COc1ccccc1/C=C1\N=C(C(C)(C)C)OC1=O,2,9,-10,11,-48,2,-3,-7,-6
CCOc1ccc(N2CC(C(=O)Nc3cc(C)on3)CC2=O)cc1 (stereo not given),-2,-11,-6,0,37,3,2,5,-6
O=C(NCCCN1CCCC1=O)Nc1ccc(F)c(Cl)c1,-11,-5,-2,-27,11,1,-2,-12,-9
Cc1nn(-c2ccc(N3CCOCC3)nn2)c(C)c1CCC(=O)NCc1ccccc1,-8,3,14,-8,-24,-1,4,-1,-5
Cc1noc(C)c1COc1ccccc1C(=O)NCCc1ccc(Cl)cc1,16,-10,0,23,-23,3,-3,-14,-1
CC(C)(C)OC(=O)C[C@@H]1C/C=C\C[C@H](CC(=O)N(CCO)Cc2ccccc2)C(=O)NCCOC1=O,-4,-2,9,6,6,-1,2,-4,-5
COc1cc(/C=C2/SC(=S)N(Cc3ccccc3)C2=O)ccc1OS(C)(=O)=O,13,-7,7,18,18,2,-2,4,6
CC1=NN(c2ccc(C)cc2C)C(=O)C1C(c1cccc(O)c1)C1C(=O)N(c2ccc(C)cc2C)N=C1C (stereo not given),85*,-5,-18,14,60*,3,10,-3,-8
COCCn1nnnc1C(c1ccccc1Cl)N1CCN(c2ccccc2OC)CC1 (stereo not given),nt,nt,0,nt,15,1,nt,nt,-5
COc1ccccc1N1CCN(C(=O)c2cc3c(s2)CCCCC3)CC1,23,6,11,4,-2,-1,1,4,4
CCC(C)(C(=O)NC1CCCC1)N(Cc1ccco1)C(=O)c1ccccn1 (stereo not given),-8,-11,11,2,32,1,0,7,-5
COc1ccc(-c2nc(CN3CCC(C(=O)NC4CCN(Cc5ccccc5)CC4)CC3)c(C)o2)cc1OC,5,12,3,16,14,-4,2,-3,-2
CCCC(C)NC(=O)Cc1ccccc1 (stereo not given),-17,-10,5,-3,19,2,4,-3,-7
O=C1CC(c2ccccc2Cl)c2c(sc3c(=O)[nH]c(CCl)nc23)N1 (stereo not given),-9,-1,nt,1,nt,nt,2,0,nt
CCC(C)NC(=S)NNC(=O)c1ccncc1 (stereo not given),7,-20,-29,14,3,2,10,0,-4
COc1ccccc1NC(=O)CC(NCc1ccccc1)C(=O)O (stereo not given),-3,-11,-1,6,12,2,0,-4,-6
CC(C)[C@H](N)C(=O)NC[C@H]1CC[C@H](C(=O)N[C@@H](Cc2ccccc2)C(=O)O)CC1,3,7,-14,15,11,2,8,-7,-1
O=C(Cn1cccc1C(=O)c1ccccc1)NCc1cccnc1,8,10,-14,8,9,3,7,-1,-5
COc1ccc(C2NC(=O)NC(C)=C2C(=O)OC2CCC(C)CC2)cc1 (stereo not given),16,12,20,26,5,0,-1,-1,-1
CCOC(=O)C1CCN(S(=O)(=O)c2c(Cl)ccc3nonc23)CC1,12,-5,nt,20,-21,10,-6,6,nt
CCn1cc(C(=O)NCCCN2CCCC2)c(=O)c2cc(S(=O)(=O)N3CCc4ccccc4C3)ccc21,12,-10,12,-2,13,2,-3,-8,1
Cc1cc(/C=C2\C(=N)N3N=C(CC(=O)N4CCOCC4)SC3=NC2=O)c(C)n1-c1ccccc1,9,0,-26,23,-141,-59,2,1,6
C/C(N)=C(/C#N)C(=O)CSc1nc2ccccc2[nH]1,-4,4,-8,17,-3,-3,-8,-17,-3
O=[N+]([O-])c1ccc(S(=O)(=O)Nc2ccc(-c3ccc(N4CCOCC4)nn3)cc2)cc1,22,0,11,25,15,2,3,-4,2

Remaining list, next part:
SMILES,Apaf-1 inh,SENP6 block,PfGluPho inh,NLRP3 yeast inh,SENP8 block-1,SENP1 FRET inh,SENP7 block,SENP8 block-2,HKDC1 inhibitor
Cc1nc(-c2ccc(-n3nncc3-c3ccco3)cc2)cs1,-10,-21,6,9,13,1,2,-3,1
CN=C(Nc1cc(C)nn1CCC#N)c1ccccc1F,0,-9,4,8,13,2,-4,-2,-6
O=C(c1cc2n(n1)C(C(F)(F)F)CC(c1ccc(F)cc1)N2)N1CCCC1 (stereo not given),-13,15,1,4,13,6,9,10,16
C[C@H]1CN=C(N(C)C)N1CCCC1CCCCC1,-2,6,-11,10,3,-1,1,1,-8
CCO[C@H]1OC(C(=O)N2CCN(Cc3ccc4c(c3)OCO4)CC2)=C[C@@H](c2csc3ccccc23)[C@@H]1CCCO,25,-5,13,25,11,1,11,-7,-3
O=C(O)CCC(=O)N1CCN(S(=O)(=O)c2cccs2)CC1,1,2,5,-11,7,1,-6,-3,-11
O=C(NCc1cccc(Cl)c1)c1ccncc1,9,7,-16,11,2,0,5,3,2
O=C(Cn1c(NCCCO)nc2ccccc21)c1ccc(Cl)cc1Cl,3,13,8,14,8,-5,3,1,-1
CCOC1(C(F)(F)F)NC(=O)N(Cc2ccc(OC)cc2)C1=O (stereo not given),7,-2,2,2,10,4,3,3,-3
COc1ccc(/C=C2/C(=N)N3N=C(CC(=O)N4CCCC4)SC3=NC2=O)cc1OC,4,6,0,4,0,-5,6,2,-1
CC(=O)Nc1ccc(N=Cc2c(O)ccc3ccccc23)cc1,14,-24,21,6,-12,-25,1,-7,29
COc1cccc(N2CC(O)=C(c3nc4ccccc4s3)C2=N)c1,11,3,4,1,-352,-1,14,0,-6
Cc1cc(OCC(=O)NCCc2cccc(F)c2)c2c(C)cc(=O)oc2c1,16,-7,2,-3,-245,0,-15,-6,0

Compound activity deposited in PubChem by Sanford-Burnham Center for Chemical Genomics.
